Insulin prom inh – inhibitors of insulin promoter-driven GFP, primary screen, imaging, TRM-6 cells (human fetal islet line), eGFP reporter, cell count. AID 1273, 2008. reporter expression induced with tamoxifen. inhibition, % at 2 µM. actives 0.9% (n = 130,000);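 active means inhibition above the mean plus 3 SD, with well images judged a real hit on visual review, cut at about 60% in these data, passing the limit was not always enough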
sdo1 growth – growth rescue of sdo1-depleted yeast, primary screen, S. cerevisiae, bone marrow failure model; S. cerevisiae sdo1-depleted JHY4D growth rescue, OD600 30 h; hits give high values; pdr5 snq2 efflux-pump mutant strain; z-score at 10 µM; actives 0.21% (n = 140,000); AID 817, 2007;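 active means z-score above 3 at both the 24 hr and the 30 hr optical density reads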;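 further: z-score against mean and SD of all compound wells on the same plate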
sdo1 growth Rescue 24 h – recorded beside sdo1 growth, whose call it bears; z-score; S. cerevisiae sdo1-depleted JHY4D growth rescue, OD600; measured here: growth rescue at 24 h;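 0 is the plate mean of compound wells and units are plate SD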
* = called active by the depositor; x = no result given. Compounds as they come; overall some 0.99% were active at least once.

Insulin prom inh | structure | sdo1 growth Rescue 24 h | sdo1 growth
11 | CCC(=O)N(Cc1ccccc1)c1ccccn1 | 0.88 | 1
-12 | CCOC(=O)c1ccc(N2C(=O)CC(NC3CCN(C(=O)c4ccc(F)cc4)CC3)C2=O)cc1 (stereo not drawn) | 0.48 | 0.4
65 | NS(=O)(=O)c1ccc(NC(=O)CSc2nnc(COc3ccccc3Cl)n2C2CC2)cc1 | -1.2 | -0.57
-50 | O=C(CCCN1C(=O)/C(=C/c2cccs2)SC1=S)Nc1cccc(C(=O)O)c1 | x | x
-19 | CN1C(=O)NC(c2ccccc2)C2=C1CN(c1cccc(C(F)(F)F)c1)C2=O (stereo not drawn) | -0.51 | -0.19
36 | Cc1nc(NCC2CCCO2)[nH]c(=O)c1CCC(C)C (stereo not drawn) | 0.06 | -0.2
23 | CCC(CCC(=O)Nc1nncs1)C(=O)O (stereo not drawn) | 1.3 | 1
-56 | CCCNC(=O)CNC(=S)N(Cc1ccccc1F)C1CCCCC1 | x | x
x | COCCCNc1nc2c([nH]1)c(=O)[nH]c(=O)n2C | 0.49 | 0.22
-8 | CC(=O)N1c2c(cc(Br)cc2S(=O)(=O)N2CCN(c3ccccn3)CC2)CC1C (stereo not drawn) | -1 | -1.5
-55 | Cc1c(Cl)cccc1NC(=O)CSc1nnc(C)n1-c1ccccc1 | 0.17 | 0.31
15 | CCOC(=O)c1ccc(NC(=O)COC)cc1 | -0.01 | 0.84
23 | COc1ccc(C(=O)NCC(=O)OCC(=O)N2CCN(S(=O)(=O)c3ccccc3)CC2)cc1 | 0.29 | 1.4
25 | CCOc1ccc(/C=N/NC(=O)Nc2ccccc2)cc1 | x | x
19 | O=C(O)c1ccc(Cl)c(S(=O)(=O)NCC2CCCO2)c1 (stereo not drawn) | 1.6 | 1.7
-50 | O=C(Nc1ccc2c(c1)OCO2)c1ccc2nc[nH]c2c1 | 0.94 | 1.1
4 | COc1cc(S(=O)(=O)NCCOC23CC4CC(CC(C4)C2)C3)c(OC)cc1Cl | -1.6 | -1.1
0 | Cc1nc2ccccc2cc1C(=O)N/N=C/c1cccc([N+](=O)[O-])c1 | 0.17 | 1
-11 | C=CCNC(=S)Nc1nc2c(cc1C(=O)OCC)CCCC2 | -0.35 | -0.29
-27 | COc1ccc(N=C2S/C(=C\c3ccc(C)o3)C(=O)N2CC(C)C)cc1 | -0.78 | -1.8
16 | Cc1oc(C(C)(C)C)cc1C(=O)Nc1cccc(C(=O)O)c1 | -1 | -0.57
x | NS(=O)(=O)c1ccc(NC(=O)c2cc(-c3cccs3)nc3ccccc23)cc1 | 1.9 | 0.29
-20 | Cc1ccc(NC(=O)CSc2n[nH]c(-c3ccncc3)n2)cc1 | -0.15 | 0.37
x | COCCCNC(=O)CCn1c(=O)c2ccccc2n(CC(=O)Nc2c(C)cccc2C)c1=O | 1.2 | 1
x | Cc1ccnc(NC(=O)C2(c3cccs3)CCOCC2)c1 | 0.01 | -0.13
-26 | CCCCSc1nnc([C@@H](NC(=O)OC(C)(C)C)C(C)C)o1 | -0.34 | 0.02
3 | CCCCn1c2ccc(F)cc2c2nnc(NN)nc21 | x | x
50 | Cc1ccc(-c2cc(-c3ccccc3)c3c(N)c(S(C)(=O)=O)sc3n2)cc1 | -0.56 | -1.2
-71 | CC1CCC/C(=N/NC(=O)c2ccccc2-n2cccc2)C1 (stereo not drawn) | -1.3 | -0.47
50 | Fc1cccc(CSc2nnc3ccc(-c4ccncc4)nn23)c1 | x | x

Next results:
Insulin prom inh | structure | sdo1 growth Rescue 24 h | sdo1 growth
30 | CC(NC(=O)CCn1c(=S)[nH]c2ccsc2c1=O)c1ccccc1 (stereo not drawn) | x | x
7 | CCOC(=O)Cc1csc(NS(=O)(=O)c2ccc(F)cc2)n1 | -0.31 | 1.2
-23 | CCc1cc2ccccc2nc1SCC(=O)Nc1cc(C)on1 | 2.2 | 0.51
38 | CN(c1nc2ccccc2n2c(-c3ccco3)nnc12)S(=O)(=O)c1ccccc1 | 1.4 | 0.46
16 | CCN1C2=NCCCN2c2cc(C)c(C)cc21 | 0.12 | 0.16
x | Cc1ccccc1NC(=O)c1ccc(N/N=C/c2ccccc2O)c([N+](=O)[O-])c1 | -0.27 | -1.4
-20 | Cc1cc(C)c(C#N)c(Oc2ccccc2)n1 | -0.47 | -0.69
25 | C=CCN(CC=C)C(=O)C1CCC(C(=O)N(CC=C)CC=C)CC1 (stereo not drawn) | 0.14 | 0.87
x | O=C1CCCc2nc(N3CCN(c4ccccc4)CC3)ncc21 | 0.13 | 0.58
x | Cc1ccc(C(C)C)c(OCc2nnc3n2CCCCC3)c1 | -0.66 | -0.96
-45 | Cc1cc(Oc2ccccc2F)nc(NCc2ccccc2)n1 | -0.69 | -0.63
x | Cc1ccc(C(=O)NCC(=O)Nc2ccccc2C(F)(F)F)cc1 | -0.13 | 0.32
-7 | CCc1ccc(NC(=O)CSc2nnc(-c3cccs3)n2CC)cc1 | 0.57 | -0.3
11 | Cc1ccccc1-n1c(C)nnc1SCC(=O)N1CCc2ccccc2C1 | -0.35 | -0.32
-71 | CCOc1ccc(NC(=O)c2ccc(N)cc2)cc1 | -0.9 | -0.49
-159 | O=C(CSc1nc(-c2cccs2)cc(C(F)(F)F)n1)NCc1ccco1 | -0.47 | -0.8
9 | COc1cccc(/C=C/C(=C2/C(=O)N(c3ccccc3)N=C2C)c2ccc(C)cc2)c1OC | -0.5 | -0.95
-20 | Cc1nc(CSc2nnc(Nc3cccc(C)c3C)s2)cs1 | -0.91 | -1.2
10 | Cc1ccccc1C(=O)Oc1ccc(Br)cc1C(=S)N1CCCC1 | -1.1 | -0.8
x | O=C(NC1CCCCCC1)c1ccc(N2CCCC2=O)cc1 | -0.01 | -0.01
11 | CCCc1ccc(OCc2nc(-c3ccc(NC(=O)c4cccs4)cc3)no2)cc1 | -1.3 | -1.8
50 | CC(C)CC(=O)Nc1ccc(C(=O)NNC(=O)C(c2ccccc2)c2ccccc2)cc1 | -0.31 | 0.37
15 | CCOC(=O)C1CCCN(C(=O)C2CC(=O)N(c3ccc(C)cc3)C2)C1 (stereo not drawn) | -0.33 | -0.11
-42 | CCN(CC)C(=O)CSc1nnc(NC(=O)CCc2ccccc2)s1 | 0.86 | 1
10 | CSc1ccc(/C=N\NC(=O)COc2ccc(Cl)cc2Br)cc1 | -1.2 | -1.9
11 | O=C(Nc1cccnc1)c1cc(-c2cccnc2)nc2ccc(Br)cc12 | 0.87 | 0.25
-167 | CCN1CCCC1CNCc1cccc(OC)c1OCc1ccc(F)cc1 (stereo not drawn) | 2 | 0.42
21 | Cc1ccc(C)c(S(=O)(=O)Nc2ccc(S(=O)(=O)Nc3onc(C)c3C)cc2)c1 | -1.3 | 0.14
-29 | O=S(=O)(c1ccccc1)N1CCN=C1SCc1ccccc1Cl | x | x
36 | Cc1cccc(-c2nc(CSCC(=O)N3CCN(c4ccccn4)CC3)c(C)o2)c1 | -1.7 | -1.2

Next section; the last 3 above are carried over.
Insulin prom inh | structure | sdo1 growth Rescue 24 h | sdo1 growth
21 | Cc1ccc(C)c(S(=O)(=O)Nc2ccc(S(=O)(=O)Nc3onc(C)c3C)cc2)c1 | -1.3 | 0.14
-29 | O=S(=O)(c1ccccc1)N1CCN=C1SCc1ccccc1Cl | x | x
36 | Cc1cccc(-c2nc(CSCC(=O)N3CCN(c4ccccn4)CC3)c(C)o2)c1 | -1.7 | -1.2
35 | O=C(c1ccc(COCC(F)(F)F)o1)N1CCCC1 | x | x
x | CCCC(c1nnnn1C1CCCCC1)N1CCN(C2CCCC2)CC1 (stereo not drawn) | -0.79 | 0.33
27 | CCc1sc(C(=O)NCc2ccccc2)cc1C | x | x
x | NC(=O)c1cc(Cl)cn(-c2ccccc2)c1=O | 1.3 | 1
-100 | CCOC(=O)c1c(O)c(Cl)c(C)[nH]c1=O | x | x
x | COc1cccc(C2CC(C(F)(F)F)n3ncc(C(=O)O)c3N2)c1 (stereo not drawn) | 0.11 | 0.55
9 | C/C(=N/NC(=O)c1ccoc1C)c1ccc(N2CCOCC2)cc1 | 0.56 | 0.45
-20 | COc1ccc(NC(=O)CSc2nnc(-c3ccccn3)n2Cc2ccco2)cc1OC | -0.55 | -0.12
14 | CC(=O)Nc1ccc(C2(O)COc3ccccc3O2)cc1 (stereo not drawn) | -1 | -0.21
8 | O=C(Nc1cccnc1)c1cn(-c2ccccc2)nc1-c1cccs1 | -0.81 | -1.7
-21 | CCCOc1ccc(N2C(=O)CC(SCCc3nc4ccccc4[nH]3)C2=O)cc1 (stereo not drawn) | x | x
-127 | Cc1ccc(CNC(=O)CSc2nc3ccccc3c3nc(C)nn23)cc1 | -0.36 | -0.47
18 | O=C(c1cc(Cl)ccc1Cl)N1CCN(c2ccccn2)CC1 | 2 | 1.1
50 | Cc1ccccc1CSCCNC(=O)COc1ccc(Cl)cc1 | -1.4 | -1.2
x | COC(=O)c1ccc(NC(=S)N2CCC(C(N)=O)CC2)cc1 | 0.57 | 0.96
x | COc1cccc(Cn2nnc(C(=O)Nc3cc(C)ccc3OC)c2N)c1 | -1 | -0.83
14 | Cc1ccc(SCCNC(=O)c2ccccc2)cc1 | 0.62 | 1.1
x | CNC(=S)NNC(=O)c1sccc1OCc1ccc(C)cc1 | -0.57 | -0.3
-23 | Cc1nc2ccc(S(=O)(=O)Nc3ccccc3C)cc2s1 | -0.45 | -0.94
x | COCCCNS(=O)(=O)c1ccc2c(c1)OCCO2 | 1.2 | 0.67
62 | CC1(C)CC(=O)c2c(nc3ccccc3c2N)C1 | 1.9 | 1.3
-23 | CC(NC(=O)c1ccc(F)cc1)c1ccc2c(c1)CCCC2 (stereo not drawn) | 2.1 | 0.01
x | O=C(NCC(c1cccs1)N1CCOCC1)c1ccccc1NS(=O)(=O)c1cc([N+](=O)[O-])ccc1Cl (stereo not drawn) | -0.03 | -0.08
-12 | O=C(CN1C(=O)C2CCCCC2C1=O)OCn1nnc2ccccc2c1=O (stereo not drawn) | x | x
x | Cc1ccc(-c2nnc(Nc3ccc(C(N)=O)cc3)c3ccccc23)cc1S(=O)(=O)NCC1CCCO1 (stereo not drawn) | 1.1 | 0.85
7 | Cc1nonc1NC(=O)Nc1cccnc1 | 0.84 | 1.4
12 | Nc1nonc1C(=O)N1CCCCC1 | x | x
14 | O=C(CN1CCN(c2ncccn2)CC1)NCc1ccccc1 | 1.1 | 1.1
-4 | Cc1ccc(NC(=O)c2ccc(CSc3nnc(C)s3)cc2)c(C)c1 | 0.4 | -0.01
-31 | Cc1cn(C2C=CC(CO)O2)c(=O)[nH]c1=O (stereo not drawn) | 0.07 | 0.39

Three entries from above in a different format:
Molecule	Insulin prom inh	sdo1 growth Rescue 24 h	sdo1 growth
Cc1nonc1NC(=O)Nc1cccnc1	7	0.84	1.4
COC(=O)c1ccc(NC(=S)N2CCC(C(N)=O)CC2)cc1	x	0.57	0.96
CCOC(=O)c1c(O)c(Cl)c(C)[nH]c1=O	-100	x	x

Ordered by SMILES length (ascending): some entries from above
Insulin prom inh | structure | sdo1 growth Rescue 24 h | sdo1 growth
-100 | CCOC(=O)c1c(O)c(Cl)c(C)[nH]c1=O | x | x
-23 | Cc1nc2ccc(S(=O)(=O)Nc3ccccc3C)cc2s1 | -0.45 | -0.94
-4 | Cc1ccc(NC(=O)c2ccc(CSc3nnc(C)s3)cc2)c(C)c1 | 0.4 | -0.01
x | COc1cccc(C2CC(C(F)(F)F)n3ncc(C(=O)O)c3N2)c1 (stereo not drawn) | 0.11 | 0.55

Continued.
Insulin prom inh | structure | sdo1 growth Rescue 24 h | sdo1 growth
14 | COc1ccc(NC(=O)Nc2ccccc2OC)cc1 | 0.56 | 0.78
44 | N#Cc1ccccc1-n1c(N)c(C(=O)N2CCCC2)sc1=S | 0.31 | 1.1
38 | CCN1C(=O)C(O)(C2COC(C)(C)CC2=O)c2cc(Br)ccc21 (stereo not drawn) | -0.03 | -0.28
0 | Cc1[nH]nc(SCC(=O)NC2CCCC2)c1[N+](=O)[O-] | x | x
-21 | NC(=O)CSc1nccn1Cc1ccc2c(c1)OCO2 | x | x
50 | CCn1c(/C=C/N(C(C)=O)c2ccccc2)[n+](CC)c2ccc(Cl)cc21 | 0.28 | 1
x | COc1ccc(OC)c2sc(NC(=O)C3=COCCO3)nc12 | 2 | -0.25
-2 | O=C(O)c1cc(/C=N\O)ccc1OCc1ccccc1 | 0.32 | 0.16
-42 | CC(C)c1ccc(-c2nc(N3CCCCCC3)nc3n[nH]c(N)c23)cc1 | 1.5 | 0.5
25 | CCc1oc(C(=O)O)cc1CN(CC)CC | 0.74 | 1.3
67 | CCOC(=O)NC(=O)CSc1nnnn1-c1ccc(Cl)cc1 | -0.95 | -0.87
48 | CC(C)Nc1nc(NC(N)=S)nc(NC(C)C)n1 | -0.11 | 0.42
3 | COc1ccc(OC)c(C2C(C(C)=O)=C(O)C(=O)N2c2ccc(O)cc2)c1 (stereo not drawn) | 0.19 | 0.69
-50 | Clc1ccc(Cn2ncc3c(N4CCCCC4)ncnc32)cc1 | -1.7 | -2.2
0 | COc1ccc(/C=C/C(=O)NCC(=O)N/N=C/c2ccc(OC)cc2)cc1 | x | x
3 | C=C(C)c1cccc(C(C)(C)NC(=O)Nc2ncccn2)c1 | -1.4 | -1.8
x | COc1ccc(-c2nc3cnccn3c2Nc2ccc(C)cc2)cc1 | -1.3 | -2
-19 | Cc1ccccc1Cn1c(=O)n(CCC(=O)NCc2ccc3c(c2)OCO3)c(=O)c2ccccc21 | -1.6 | -2.5
67* | O=C(Nc1cccc(Cl)c1)/C(=C\c1cccnc1)NC(=O)c1ccco1 | x | x
-32 | Cc1cccc(N2C(=O)C3C4CC(=O)C(c5ccccc54)C3C2=O)c1C (stereo not drawn) | x | x
x | COC(=O)[C@H](C)NC(=O)Nc1ccc(C)c(C)c1 | -0.5 | -0.13
